High-throughput results as filed in PubChem.
S3 lipid droplet: qHTS Assay for Lipid Storage Modulators in Drosophila S3 Cells; Drosophila S3 cells, BODIPY lipid droplet fluorescence, 18-24 h; cells fed with added oleic acid; Potency in µM for hits, for the others lipid storage change, negative = inhibition, % at the top dose, mostly 46.1 µM; 0.64% of 320,000 active; AID 2685; active = well fitted inhibition curve with a large enough effect in the signal ratio, with a control signal flat, not every such curve was filed as active; inconclusive = small, poorly fitted or top-dose-only effect, or effect the other way, or a change in a side signal; the % refers to the signal ratio
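Drosophila S3 cells loaded with oleic acid (400 uM, as added) and compounds at several concentrations; lipid droplets imaged by 488-nm laser-scanning cytometry, 500–530 nm intensity and object ratio to cell channel. Percent activity normalized to 20 uM Triacsin C.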
S3 lipid droplet cell count max: also measured in S3 lipid droplet; calls as there; cell number change, %; measured here: cell count max response;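 cells counted by Cell Tracker Red CMTPX staining in the red channel; peak over a dose series mostly up to 46.1 µM; percent activity relative to internal control wells on each plate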
* marks the source's active call; other numbers are inactive results; i = inactive; ? = inconclusive; . = not tested or not shown; [ ] = another dose, or the depositor's remark. % is scaled to controls: 0 for no effect and ±100 for the full control effect; potency is read from the fitted curve at half-maximal effect. An excerpt; rates above refer to the full screens.

Order of results: S3 lipid droplet | S3 lipid droplet cell count max
1: COc1ccc(C)cc1NC(=O)CN1C(=O)COc2ccc(S(=O)(=O)N3CCC(C)CC3)cc21
  i | .
2: Cc1cccc(OCc2nnc(SCC(=O)c3ccccc3)o2)c1
  ? | .
3: COC(=O)CN(c1ccc2c(c1)OCO2)S(=O)(=O)c1c(C)[nH]c(=O)[nH]c1=O
  ? | .
4: COc1cccc(-c2nn3c(-c4ccco4)nnc3s2)c1
  ? | .
5: CCOC(=O)c1c(NC(=O)C(C)Sc2cccc[n+]2[O-])sc2c1CCN(Cc1ccccc1)C2 (stereo not given)
  ? | .
6: c1ccc([C@H]2CN3C(=N2)Sc2ccccc23)cc1
  19% | .
7: Nc1nc(OCC(F)(F)F)cc(Oc2ccccc2F)n1
  ? | .
8: O=C(Nc1ncccn1)c1cc([N+](=O)[O-])cc([N+](=O)[O-])c1
  -1% | 3
9: Cc1ccc(Cl)cc1N(C)C(=O)Cn1ncc2c([nH]c3ccccc32)c1=O
  ? | .
10: CCC(CC)NC(=O)c1oc2ccccc2c1COc1ccccc1
  -11% | 6
11: CCN(CC)C(c1ccc(C)cc1)c1nnnn1C1CCCCC1 (stereo not given)
  ? | .
12: O=C(CCN1CCC(c2ccccc2)C1)c1cccs1 (stereo not given)
  ? | .
13: COc1ccc(-n2ncc3c2CC(C)(C)CC3NC(=O)C2=CC(=O)CC(C)(C)O2)cc1 (stereo not given)
  ? | .
14: COc1cc(CC(=O)N(c2ccccc2)c2nc(C)cs2)cc(OC)c1OC
  8% | 12
15: CCn1cc(C(=O)N2CCN(Cc3ccc4c(c3)OCO4)CC2)c(=O)c2ccc(C)nc21
  ? | .
16: COC(=O)C1=C(O)/C(=C\c2ccc(OCC(=O)Nc3ccccc3OC)cc2)N=C1C
  0% | 1
17: Cc1cc(Nc2ccc(F)cc2)n2nc(C)nc2n1
  ? | .
18: COc1cccc(NC(=O)CSc2nnnn2C2CCCCC2)c1
  ? | .
19: O=C(CC12CCC(CC1)C2)NCc1ccc2c(c1)OCO2
  4% | -6
20: NC(=O)CSC1=N/C(=C\c2ccco2)C(=O)N1c1ccc(OC(F)F)cc1
  1% | 17
21: Cc1ccc2c(c1)cc(CN(Cc1ccco1)C(=O)N1CCOCC1)c1nnnn12
  ? | .
22: CC(OC(=O)c1cccc([N+](=O)[O-])c1)C(=O)NCc1ccc2c(c1)OCO2 (stereo not given)
  -10% | -3
23: CC(=O)Nc1ccc(S(=O)(=O)NCC(=O)NNC(=O)COc2ccccc2Cl)cc1
  ? | .
24: Cn1c(SCC(=O)NCC2CCCO2)nc2scc(-c3ccccc3)c2c1=O (stereo not given)
  6% | -13
25: CCCNC(=O)NS(=O)(=O)c1cnccc1Sc1ccc(Cl)c(Cl)c1
  -11% | 0
26: COc1ccccc1C(=O)Nc1nc(-c2ccc3c(c2)OCCO3)cs1
  -2% | -12
27: O=C(/C=C/c1ccco1)N1CCN(S(=O)(=O)/C=C/c2ccccc2)CC1
  19%[9.22 µM] | -3
28: O=C(CN1C(=O)NC2(CCCC2)C1=O)Oc1ccc2ccc(=O)oc2c1
  0% | -7
29: CCOC(=O)c1cnn2cc(-c3[nH]ncc3[N+](=O)[O-])cnc12
  -3% | 3
30: COc1ccc(OC)c(NC(=O)C2CCCN2C(=O)NC2CCCCC2)c1 (stereo not given)
  ? | .
31: CCc1ccccc1NC(=S)NCC1CCN(c2ccc(OC)cc2)C1 (stereo not given)
  12% | 18
32: O=C(Cc1coc2cc3c(cc12)CCC3)NCC1(N2CCCCC2)CCCCC1
  -1% | 4
33: COc1ccc(C(=O)N[C@H](C(=O)NCC2CCCCC2)C(C)C)cc1
  -5% | -28
34: COc1ccccc1C(=O)Oc1ccc2ccc(=O)oc2c1
  ? | .
35: COc1ccc(CC(=O)OCC(=O)Nc2ccc3c(c2)OCCO3)cc1OC
  3% | 3
36: Cc1ccccc1OCC(=O)Nc1ccc(N2CCOCC2)cc1N1CCOCC1
  ? | .
37: CCN(CC)C(=O)CSc1nc2ccccc2c(=O)n1-c1cccc(OC)c1
  i | 18
38: O=C(OCc1nc2ccsc2c(=O)[nH]1)c1ccco1
  ? | .
39: Cc1nc(C(=O)Nc2ccccc2Cl)cc2c1[nH]c1ccccc12
  ? | .
40: C=CCN(CC=C)CCOc1ccc2ccccc2c1
  6% | .
41: Cc1[nH]c(C)c2c(=O)n(-c3ccccc3)ncc12
  3% | 12
42: Cc1cc(C)nc(N/N=C/c2ccccc2OCc2ccc(Br)cc2)n1
  ? | .
43: Cc1ccc2nc3c(cc2c1)c(NS(=O)(=O)c1ccccc1)nn3CC(C)C
  i | .
44: S=C(NCCN(C1CCCCC1)C1CCCC1)Nc1cccc(Cl)c1
  ? | .
45: CC(=O)N1c2ccc(S(=O)(=O)NCc3ccccc3Cl)cc2CC1C (stereo not given)
  ? | .
46: COc1cc(C(=S)N2CCCC2)ccc1OCc1ccccc1
  ? | .
47: CCCS(=O)(=O)N1CCCC(C(=O)NCCc2ccccc2)C1 (stereo not given)
  5% | 1
48: Cc1cccc2nc(CSC(=N)N)c(Br)n12
  -2% | -7
49: CC(C)CCn1c(N2CCC(C(N)=O)CC2)nc2c1c(=O)[nH]c(=O)n2C
  ? | .
50: COCCn1c(SCC(=O)c2[nH]c(C)c(C(C)=O)c2C)nc2ccccc21
  ? | .
51: Cn1c(-c2ccc(Cl)nc2)nc2ccccc21
  ? | .
52: COc1ccc(C(=O)NC(=S)Nc2ccc(Cl)cn2)cc1OC
  10% | -8
53: O=C(O)CCc1ccc(-c2ccc(F)cc2)n1Cc1ccco1
  3% | 0
54: COc1ccc(NC(=O)c2ccc(CN3CCc4ccccc4C3)cc2)c(OC)c1
  i | 17
55: CC(C)(C)C1CCC(C(=O)Nc2cccnc2)CC1 (stereo not given)
  ? | .
56: CCOC(=O)N1CCC(NC(=O)C2CCN(c3ccc(N4CCOCC4)nn3)CC2)CC1
  ? | .
57: COc1ccc(CC(=O)NC(=S)Nc2ccc(S(N)(=O)=O)cc2)cc1
  ? | .
58: Clc1ccc(-c2nc3ncccn3c2Cl)cc1
  ? | .
59: CCOC(=O)c1c(N)sc(C(=O)Nc2ccccc2)c1C
  13% | 14
60: O=C(NNC(=O)c1ccc(Cl)cc1Cl)c1csc(-c2cccnc2)n1
  ? | .

The closing 5 records of the section above are carried over, then new ones follow:
Order of results: S3 lipid droplet | S3 lipid droplet cell count max
56: CCOC(=O)N1CCC(NC(=O)C2CCN(c3ccc(N4CCOCC4)nn3)CC2)CC1
  ? | .
57: COc1ccc(CC(=O)NC(=S)Nc2ccc(S(N)(=O)=O)cc2)cc1
  ? | .
58: Clc1ccc(-c2nc3ncccn3c2Cl)cc1
  ? | .
59: CCOC(=O)c1c(N)sc(C(=O)Nc2ccccc2)c1C
  13% | 14
60: O=C(NNC(=O)c1ccc(Cl)cc1Cl)c1csc(-c2cccnc2)n1
  ? | .
61: Cc1ccc(N=C(c2cccs2)N2CCOCC2)cc1
  i | -5
62: N=C1/C(=C/c2cccn2-c2cccc([N+](=O)[O-])c2)C(=O)N=C2SC=CN12
  ? | .
63: Cc1ccc(C(C)(C)C)cc1S(=O)(=O)Nc1cccc(C(=O)N2CCN(c3ccccn3)CC2)c1
  ? | .
64: CN1CCN(c2ccc([N+](=O)[O-])cc2NC(=O)c2ccccc2)CC1
  5% | 9
65: CCOc1ccc(C2NC(=O)CCC2[N+](=O)[O-])cc1 (stereo not given)
  ? | .
66: CCc1ccc(Nc2n[n+](-c3ccccc3)c(-c3cccc(Cl)c3Cl)s2)cc1
  ? | .
67: COc1cnn(-c2ccccc2)c(=O)c1SCc1ccc(Cl)c(Cl)c1
  ? | .
68: Cc1nc(SCC(=O)Nc2c(C)n(C)n(-c3ccccc3)c2=O)[nH]c(=O)c1Cc1ccccc1
  23% | 2
69: CC1CCN(Cc2ccc(-c3nnn(CC(=O)NC4CCCCC4)n3)cc2)CC1
  -16%[9.22 µM] | -1
70: CS(=O)(=O)N(CC(=O)NCc1ccco1)c1ccc(Cl)cc1Cl
  ? | .
71: COc1ccc(/C=N\Nc2ncc(F)c(N3CCOCC3)n2)cc1OC
  -4% | .
72: Cc1ccc(S(=O)(=O)N2CCCCC2C(=O)O)cc1 (stereo not given)
  -5% | -1
73: CCn1nc(C)c(CCC(=O)O)c1C
  10% | 4
74: CC(C)(C)c1ccc(C(=O)NCc2nnc(SCC(=O)NCc3ccco3)o2)cc1
  ? | .
75: CC(C)(C)c1cc(S(=O)(=O)CCc2ccccn2)cc(C(C)(C)C)c1F
  ? | .
76: O=C(NC(=S)Nc1ccc(S(=O)(=O)Nc2nccs2)cc1)c1ccc(Br)o1
  2% | .
77: O=C(CCC1CCCCC1)NCc1ccncc1
  ? | .
78: O=C(Nc1ccccc1[N+](=O)[O-])c1cccc(N2C(=O)CCC2=O)c1
  10% | 26
79: C/C(=N\N1C(=O)c2ccccc2NC1c1ccccc1)c1ccccc1O (stereo not given)
  ? | .
80: Cc1cccc(N2CCN(C(=O)c3ccc4c(c3)CCN4S(C)(=O)=O)CC2)c1C
  18% | .
81: CCCc1nc(N2CCOCC2)c2sc(=S)n(-c3ccccc3)c2n1
  0% | 15
82: Cn1c(CSc2ncn[nH]2)nc2ccccc21
  ? | .
83: Cc1cc2c3c(c1C)C1(C(=O)N3C(C)(C)CC2C)C(C#N)=C(N)Oc2n[nH]c(C)c21 (stereo not given)
  19% | 14
84: COc1ccc2[nH]c(CN3CCN(C(C)C)C(CCO)C3)c(C)c2c1 (stereo not given)
  -8% | 2
85: c1csc(-c2ccc(N3CCOCC3)nn2)c1
  7% | .
86: Cc1cc(C)c(S(=O)(=O)N2CCCC(C(=O)NCc3cccnc3)C2)c(C)c1 (stereo not given)
  ? | .
87: COc1ccc(N(CC(=O)NCc2ccccc2)S(=O)(=O)c2c(C)noc2C)cc1
  ? | .
88: Cc1ccsc1C(=O)N(Cc1nnc(-c2ccccc2Cl)o1)C1CC1
  ? | .
89: CC(=O)OCC[n+]1c(C)n(-c2ccccc2)c2ccc(Cl)cc21
  -1% | 16
90: Cc1ccc(C2=NN(C3=NN=C(N)Cc4ncnn43)C(O)(C(F)(F)F)C2)cc1 (stereo not given)
  13% | -2
91: Cc1cccc(C)c1NC(=O)Nc1ccccc1-n1ccnc1
  -10% | 0
92: O=C(c1ccco1)N1CCN(Cc2cc(=O)c(OCc3ccccc3Cl)co2)CC1
  ? | .
93: Cc1cccc(NC(=O)c2ccc([N+](=O)[O-])o2)n1
  ? | .
94: COc1ccc(S(=O)(=O)N2CCCCC2)cc1NC(=O)CCc1nc2ccccc2c(=O)[nH]1
  ? | .
95: C(/C=C/C=C/Nc1ccccc1)=Nc1ccccc1
  ? | .
96: CCOC(=O)c1c(C)nc(-c2ccccc2)nc1NC(=O)CC
  -15% | 6
97: Cc1ccc(COC(=O)c2cccc(S(=O)(=O)N3CCCCC3)c2)cc1
  ? | .
98: COc1ccc(-c2cc3nc4c(c(=O)n3[nH]2)CCC4)cc1
  -5% | 12
99: Cc1c(C)n2c(SCC(=O)N3CCN(c4ccccc4)CC3)nnc2[nH]c1=O
  3% | 3
100: CCn1c(N2CCN(S(=O)(=O)c3ccc(Cl)cc3)CC2)nc2ccccc21
  -1% | -13
101: c1ccc(OCCCn2nnc(-c3ccncc3)n2)cc1
  -9% | -23
102: O=C(CSc1nc2cc(C(F)(F)F)ccc2n1Cc1ccccc1)NC1CCS(=O)(=O)C1 (stereo not given)
  ? | .
103: N#Cc1nc(-c2cccs2)oc1NCCCN1CCOCC1
  16% | 9
104: CCOC(=O)C1(CC2CC2)CCN(Cc2cc(Cl)c(O)c(OC)c2)CC1
  5% | -5
105: Cc1nn2c(-c3ccc(Cl)cc3)ccnc2c1-c1ccccc1
  i | .
106: Cc1ccc(NC(=O)CN2C(=O)NC3(CCCC3)C2=O)c(Cl)c1
  ? | .
107: N/C(Cc1ccc([N+](=O)[O-])cc1)=N\OC(=O)Cc1ccc(Cl)cc1
  6% | 9
108: CC(=O)N1CCN(C(=O)COc2ccc(Br)cc2)CC1
  ? | .
109: COC(=O)C1=CN(c2ccc(OC)cc2)C=C(C(=O)OC)C1c1ccc(C)c([N+](=O)[O-])c1
  ? | .
110: CCOc1ccc(-c2nn(-c3ccccc3)cc2/C=C(\C#N)S(=O)(=O)c2ccccc2)cc1C
  1% | -6
111: COc1ccc(CC(=O)OCC(=O)Nc2c(C)n(C)n(-c3ccccc3)c2=O)cc1OC
  ? | .
112: Cc1ccccc1-c1noc(CNC(=O)c2ccco2)n1
  ? | .
113: COc1ccc(S(=O)(=O)N2CCSC2)cc1C
  -3% | -1
114: CCOc1ccc(C(=O)Nc2ccccc2OC(F)F)cc1
  ? | .
115: CCc1csc(CCNC(=O)C2CCC(=O)N(CCOC)C2)n1 (stereo not given)
  ? | .
116: CCC(C)NCCCOc1c(C)cc(C)cc1Br (stereo not given)
  ? | .
117: CCOc1ccccc1C(=O)NCC(=O)NCC(C)(C)N1CCOCC1
  ? | .
118: Nc1cc(=O)[nH]c(SCCNS(=O)(=O)c2ccccc2)n1
  14% | 4
119: CCOC(=O)c1ccc(NC(=O)CC2SC3=NCCN3C2=O)cc1 (stereo not given)
  -5% | 13
120: O=C(CSc1nc2ccccc2[nH]1)NCCN1CCCCC1
  7% | 0

Continuation:
Order of results: S3 lipid droplet | S3 lipid droplet cell count max
121: CCCN(S(=O)(=O)c1ccc(OCC)cc1)S(=O)(=O)c1cccs1
  i | .
122: Cn1cc(S(=O)(=O)NCc2ccc3c(c2)OCO3)c(C(F)(F)F)n1
  10% | -12
123: O=C(c1ccco1)N1N=C2CCCCCC2C1(O)C(F)(F)F (stereo not given)
  ? | .
124: O=C(Cn1cc([N+](=O)[O-])ccc1=O)N1CCCc2ccccc21
  ? | .
